# JMJD2A Tudor inh: JMJD2A Tudor domain (human) inhibition | Potency, µM (series often up to 114 µM), inactives show at the top dose activity change, negative = inhibition, actives largely listed as inhibitors | hit rate 4.4% among 390,000 | AID 504339 | O75164 | AlphaScreen JMJD2A-Tudor / H3K4me3 peptide binding; further: on the % scale 0 is the no-effect control and ±100 the full control effect; nearly all actives have a fitted effect of over 50% in size
# Pol iota inh: inhibitors of human DNA polymerase iota; Q9UNA4; Pol iota fluorescent replication assay, 10 min; Potency, µM (top dose mostly 115 µM), for the others: at the highest dose activity, negative = inhibition, usual class: inhibitors; hit rate 1% among 390,000; AID 588590
#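 Pol iota at 10 nM preincubated 15 min with compounds at room temperature; reaction started with fluorescent substrate, 50 nM final. Fluorescence read kinetically at 0 and 10 min; buffer-only wells as negative control.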
# G9a inh: G9a (human) methyltransferase inhibition; G9a H3K9 monomethylation, AlphaScreen, 2 h; AID 504332; Potency, µM (highest dose often 102 µM), for inactives: at the highest dose activity, negative = inhibition, hits mostly inhibitors; Q96KQ7; hit rate 8.8% among 350,000; further: on the % scale 0 is the no-effect control and ±100 the full control effect; nearly all actives have a fitted effect of over 75% in size
#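 AlphaScreen read-out: biotin-H3K9 peptide (500 nM) methylation by 20 nM enzyme with 20 uM SAM, 2 h at room temperature after 15 min compound preincubation; anti-monomethyl H3K9 antibody plus donor/acceptor beads, 10 min dark.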
# BAZ2B inh: BAZ2B (human) inhibition | Q9UIF8 | AlphaScreen BAZ2B-H3K14Ac peptide displacement | Potency, µM (top dose mostly 114 µM), for the others: at the top dose activity change, negative = inhibition, most hits filed as inhibitors | hit rate 4.4% among 360,000 | AID 504333; further: on the % scale 0 is the no-effect control and ±100 the full control effect; nearly all actives have a fitted effect of over 60% in size
#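 Compounds, titrated to a top concentration of 110 uM, were incubated 30 min at room temperature with preformed BAZ2B/acetyl-K14 H3 peptide complex (50 nM each). Proximity signal was measured by AlphaScreen after 20 min with beads.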
# APEX1 inh: inhibitors of human APE1 endonuclease | P27695 | recombinant APE1, TAMRA/BHQ-2 abasic DNA cleavage fluorescence | Potency, µM (doses to about 65.8 µM), for the others: at the top dose activity change, negative = inhibition, usual class: inhibitors | hit rate 0.35% among 350,000 | AID 2517;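 further: plate controls were vehicle for no effect and reference inhibitor for full effect; nearly all actives have a fitted effect of over 55% in size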
#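 APE1 at 0.75 nM final was preincubated with compound 15 min at room temperature, then 50 nM double-stranded THF abasic-site substrate (5'-TAMRA/3'-BHQ-2) was added. Fluorescence (ex 525/em 598 nm) was read kinetically; third-minus-first read gave activity.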
# POLH inh: inhibitors of human DNA polymerase eta. Q9Y253. Potency, µM (titrated, usually from 114 µM), without a hit: at the highest dose activity change, negative = inhibition, hits mostly inhibitors. hit rate 1.2% among 390,000. AID 588591. recombinant Pol eta, fluorescent DNA replication assay; further: on the % scale 0 is the no-effect control and ±100 the full control effect
# Target sequence (Q9Y253 whole entry, looked up): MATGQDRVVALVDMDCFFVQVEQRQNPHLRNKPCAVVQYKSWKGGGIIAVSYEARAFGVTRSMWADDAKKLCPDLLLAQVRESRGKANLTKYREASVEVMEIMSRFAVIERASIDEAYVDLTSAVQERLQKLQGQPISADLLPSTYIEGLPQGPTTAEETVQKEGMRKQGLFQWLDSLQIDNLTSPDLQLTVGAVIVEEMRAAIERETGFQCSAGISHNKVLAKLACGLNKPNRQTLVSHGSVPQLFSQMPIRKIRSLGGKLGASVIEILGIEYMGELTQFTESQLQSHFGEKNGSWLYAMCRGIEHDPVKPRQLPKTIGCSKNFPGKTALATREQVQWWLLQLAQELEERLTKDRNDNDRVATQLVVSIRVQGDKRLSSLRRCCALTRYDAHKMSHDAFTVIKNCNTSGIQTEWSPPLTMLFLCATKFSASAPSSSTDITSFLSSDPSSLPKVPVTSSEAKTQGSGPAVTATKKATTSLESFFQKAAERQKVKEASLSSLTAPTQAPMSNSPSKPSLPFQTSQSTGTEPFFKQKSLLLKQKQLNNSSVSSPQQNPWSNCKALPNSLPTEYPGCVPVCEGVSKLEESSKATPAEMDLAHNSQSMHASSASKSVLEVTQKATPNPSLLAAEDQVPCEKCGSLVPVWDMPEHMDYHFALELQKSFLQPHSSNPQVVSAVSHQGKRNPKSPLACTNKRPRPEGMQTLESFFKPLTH
#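 Pol eta (10 nM) was preincubated with compounds for 15 min at room temperature, after which fluorescent replication substrate (50 nM final) was added to start the reaction. Fluorescence was read kinetically at 0 and 10 min.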
# Pol kappa inh: DNA polymerase kappa (human) inhibition. Q9UBT6. purified Pol kappa, fluorescent DNA synthesis assay, 10 min. Potency, µM (titrated, usually from 107 µM), without a hit: top-dose activity, negative = inhibition, hits mostly inhibitors. hit rate 0.53% among 400,000. AID 588579; further: on the % scale 0 is the no-effect control and ±100 the full control effect
#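 10 nM Pol kappa was preincubated with compounds for 15 min at room temperature. Reaction started with 50 nM (final) substrate. Fluorescence read kinetically at 0 and 10 min.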
# BLM inh: Bloom syndrome helicase (human) inhibition | AID 2528 | P54132 | recombinant BLM DNA unwinding, fluorescence dequenching | hit rate 0.2% among 350,000 | Potency, µM (titrated, usually from 56.1 µM), without a hit: top-dose activity change, negative = inhibition, usual class: inhibitors;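 further: plate controls were vehicle for no effect and no enzyme for full effect; nearly all actives have a fitted effect of over 35% in size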
# POLB inh: inhibitors of human DNA polymerase beta | P06746 | Potency, µM (titrated, usually from 114 µM), for the others: at the top dose activity change, negative = inhibition, most hits filed as inhibitors | AID 485314 | hit rate 1.3% among 340,000 | Pol beta primer extension/strand displacement, fluorescence kinetic; further: on the % scale 0 is the no-effect control and ±100 the full control effect
#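 Reaction started by 50 nM substrate onto compound-treated Pol beta (10 nM, 15 min preincubation, room temperature); plates read at 0 min and 10 min. Normalized concentration-effect data fitted by four-parameter Hill equation.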
# * marks the source's active call; other numbers are inactive results; ? = inconclusive; . = no result given; [ ] = another dose, or the depositor's remark. The call rests on the fitted dose curve; in most records, active means well fitted curve in the direction sought with a large enough effect; inconclusive means small, poorly fitted or top-dose-only effect, or another doubt; inactive means no such curve, though single readings can be large; an effect the other way counts as inactive or inconclusive. Potency means the concentration at half of the fitted maximal effect. The list is partial, so the mix of outcomes need not match the whole.
SMILES,JMJD2A Tudor inh,Pol iota inh,G9a inh,BAZ2B inh,APEX1 inh,POLH inh,Pol kappa inh,BLM inh,POLB inh
Cc1cc(C(=O)N(C)Cc2c(F)cccc2Cl)c2ccccc2n1,0%,20%,15%,-10%,46%,-14%,5%,-2%,-1%
O=C(Nc1ccc(NS(=O)(=O)c2ccc([N+](=O)[O-])cc2)cc1)c1ccco1,-21%,-8%,?,-22%,23%,-8%,-5%,-5%,42%
CC1CCCN(C(=O)c2ccc3c(=O)n(C4CCCC4)c(=S)[nH]c3c2)C1 (stereo not given),-25%,15%,77%[activator][59 µM],6%,0%,-26%,-7%,-6%,-2%
CNC(=O)c1c(NC(=O)c2ccc3ncsc3c2)sc(C)c1C,1%,23%,-24%[59 µM],11%,22%,-15%,-16%,.,.
CC(C)CC(=O)N1CCN(c2ccc(NC(=O)c3ccco3)cc2)CC1,-7%,-19%,13%,-14%,4%,-14%,-7%,-3%,6%
O=C(Nc1ccc(F)cc1)N1CCN(c2nc3ccccc3s2)CC1,-8%,12%,-7%,10%,-5%,-19%,-13%,-3%,2%
COc1cccc(CN2CCNC(=O)C2CC(=O)NCc2cn3cccc(C)c3n2)c1OC (stereo not given),-7%,39%[activator],-1%,-6%,-3%,-14%,9%,-3%,17%
O=C(NC12CC3CC(CC(C3)C1)C2)N1CCN(c2ccccc2)CC1,-23%,28%,17%,-5%,19%,-8%,8%,-3%,17%
COC(=O)c1ccc(NC(=O)COc2ccc3c(c2)OCO3)cc1,-9%,?,-17%,7%,55%,-3%,-18%,-10%,-2%
C=CCn1c(SCC(=O)N(C)C2CCS(=O)(=O)C2)nnc1-c1ccccc1 (stereo not given),-17%,12%,56µM*,-4%,3%,2%,-10%,.,.
O=C(NCc1cccnc1)/C(=N\O)c1ccccc1,-7%,5%,-20%,8%,3%,0%,-4%,-2%,-4%
COc1ccc(OCc2ccc(-c3nc4ccccc4c(=O)n3N)o2)cc1,-11%,14%,14%[2.33 µM],-21%,2%,-15%,5%,-1%,11%
C=CCn1c(=N)c(S(=O)(=O)c2ccc(C)c(C)c2)cc2c(=O)n3ccccc3nc21,6%,13%,-8%,2%[57.1 µM],25%,-14%,-5%,-3%,-23%
O=C(COc1ccccc1Cl)Nc1ccccc1C(=O)N1CCCCC1,-10%,13%,7%,-19%,13%,-8%,0%,-2%,0%
COc1ccc(-c2cc(C(F)(F)F)nc(SCCC(=O)N3CCOCC3)n2)cc1,0%,2%,20%[59 µM],2%,-2%,-7%,-8%,-2%,15%
COc1ccc(C(=O)N(NC(=O)Oc2ccccc2)C(C)(C)C)cc1,-10%,126%[activator],12%[59 µM],2%,-1%,-4%,-18%,1%,-8%
O=C(Nc1ccc(F)cc1)Nc1ccccc1C(=O)NCCN1CCNC1=O,1%,8%,14%,-3%,-4%,-13%,8%,-2%,3%
O=C(Cn1nc(Cc2cccnc2)c2ccccc2c1=O)NCc1ccc(F)cc1,-9%,0%,4%,-1%,-2%,-6%,-11%,-8%,0%
Cc1ccnc(N2CCC(C(=O)Nc3nnc(C)s3)CC2)n1,-15%,11%,1%[59 µM],22%,2%,-14%,-7%,-1%,5%
O=C(O)C(Oc1ccc2c(c1)oc(=O)c1ccccc12)c1ccccc1 (stereo not given),1%,-18%,-4%,-12%,18%,-1%,-3%,-1%,2%
CC(C)OC(=O)CSc1nnc(-c2cnccn2)n1-c1ccc(Cl)cc1,5%,23%,23%[59 µM],35%,-4%,-19%,1%,-1%,6%
COC(=O)c1cc(C)nc2c1c(=O)nc(SCc1cccc(C(F)(F)F)c1)n2C1CC1,-10%,-19%,-12%[59 µM],2%,.,-17%,-8%[60.1 µM],-7%,-3%

# Three compounds from above, arranged by number of heavy atoms, highest first:
SMILES,JMJD2A Tudor inh,Pol iota inh,G9a inh,BAZ2B inh,APEX1 inh,POLH inh,Pol kappa inh,BLM inh,POLB inh
O=C(Cn1nc(Cc2cccnc2)c2ccccc2c1=O)NCc1ccc(F)cc1,-9%,0%,4%,-1%,-2%,-6%,-11%,-8%,0%
O=C(COc1ccccc1Cl)Nc1ccccc1C(=O)N1CCCCC1,-10%,13%,7%,-19%,13%,-8%,0%,-2%,0%
Cc1ccnc(N2CCC(C(=O)Nc3nnc(C)s3)CC2)n1,-15%,11%,1%[59 µM],22%,2%,-14%,-7%,-1%,5%

# Copied from the list.
# `CC(C)OC(=O)CSc1nnc(-c2cnccn2)n1-c1ccc(Cl)cc1` in APEX1 inh → -4%
# `O=C(NCc1cccnc1)/C(=N\O)c1ccccc1` in Pol iota inh → 5%
# `O=C(O)C(Oc1ccc2c(c1)oc(=O)c1ccccc12)c1ccccc1` (stereo not given) in POLB inh → 2%
# `O=C(Nc1ccc(F)cc1)Nc1ccccc1C(=O)NCCN1CCNC1=O` in Pol kappa inh → 8%
# `COc1ccc(OCc2ccc(-c3nc4ccccc4c(=O)n3N)o2)cc1` in Pol iota inh → 14%
# `C=CCn1c(=N)c(S(=O)(=O)c2ccc(C)c(C)c2)cc2c(=O)n3ccccc3nc21` in POLB inh → -23%
# `COc1ccc(C(=O)N(NC(=O)Oc2ccccc2)C(C)(C)C)cc1` in Pol kappa inh → -18%
